Jurkat tox 60K: cytotoxicity toward Jurkat cells; Jurkat E6.1 viability, ATP luminescence, 48 h; inhibition, % at 4 µM; 56,000 compounds, 1.2% hits; AID 463;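 active = inhibition above the mean inhibition of all tested compounds plus 3 SD, cut at about 28% in these data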
S1P3 ag: agonists of human S1P3 receptor. activation, % at 4.5 µM. Q99500. S1P3 NFAT-BLA reporter cells, agonism, FRET ratio; relative to 1 µM S1P, basal subtracted. 60,000 compounds, 0.1% hits;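 active = activation above the screen-wide mean plus 3 SD, cut at about 4.5% in these data, passing the limit was not always enough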; also: some compounds called inactive have numbers as strong as hits
Target sequence (Q99500 whole entry, looked up): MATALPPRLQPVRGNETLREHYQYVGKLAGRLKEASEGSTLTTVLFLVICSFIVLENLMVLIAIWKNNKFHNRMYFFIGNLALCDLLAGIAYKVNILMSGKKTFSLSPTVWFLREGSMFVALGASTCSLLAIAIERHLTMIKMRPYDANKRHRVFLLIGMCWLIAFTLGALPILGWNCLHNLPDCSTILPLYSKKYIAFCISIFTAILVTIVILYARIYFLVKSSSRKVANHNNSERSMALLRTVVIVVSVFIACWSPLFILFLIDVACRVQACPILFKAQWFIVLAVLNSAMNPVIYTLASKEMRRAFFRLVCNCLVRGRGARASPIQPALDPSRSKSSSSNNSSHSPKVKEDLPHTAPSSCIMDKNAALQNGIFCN
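material = human S1P3 NFAT-BLA reporter CHO cells | schedule = 4 h compound at 37 °C, 2 h substrate at RT | measured by = fluorescent BLA substrate, ex 405 nm, em 460/535 nm ratio | controls = 1 µM S1P reference | replication = primary once, confirmation triplicate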
Ec RNAP inh: blocks E. coli RNA polymerase transcription. P0A8V2. fluorescence transcription assay. inhibition, %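 (tested at 10 µM)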. 62,000 compounds, 0.2% hits. AID 559; in the data active = inhibition above about 20%;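 also: 0% = enzyme without compound and 100% = no enzyme blank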
D1 allo mod: allosterically modulates the human D1 dopamine receptor | 58,000 compounds, 5.9% hits | B-score at 10 µM | P21728 | HEK293 D1, CRE-luciferase, dopamine EC30 potentiation; actives deviate in either direction;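 active = luminescence count or its row- and column-corrected plate score outside the 99.7% band of the plate's sample wells, on either side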
TNAP act DEA: activates human TNAP at intermediate phosphate acceptor concentration; P05186; purified TNAP, CDP-star luminescence, 100 mM DEA, 30 min; hits give high values; scale: 0 levamisole-inhibited, 1 vehicle-only enzyme; activation factor at 20 µM; 64,000 tested, under 10 active; AID 813;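 active = activation factor of at least 2 at 20 µM, relative to controls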
Target sequence (P05186 whole entry, looked up): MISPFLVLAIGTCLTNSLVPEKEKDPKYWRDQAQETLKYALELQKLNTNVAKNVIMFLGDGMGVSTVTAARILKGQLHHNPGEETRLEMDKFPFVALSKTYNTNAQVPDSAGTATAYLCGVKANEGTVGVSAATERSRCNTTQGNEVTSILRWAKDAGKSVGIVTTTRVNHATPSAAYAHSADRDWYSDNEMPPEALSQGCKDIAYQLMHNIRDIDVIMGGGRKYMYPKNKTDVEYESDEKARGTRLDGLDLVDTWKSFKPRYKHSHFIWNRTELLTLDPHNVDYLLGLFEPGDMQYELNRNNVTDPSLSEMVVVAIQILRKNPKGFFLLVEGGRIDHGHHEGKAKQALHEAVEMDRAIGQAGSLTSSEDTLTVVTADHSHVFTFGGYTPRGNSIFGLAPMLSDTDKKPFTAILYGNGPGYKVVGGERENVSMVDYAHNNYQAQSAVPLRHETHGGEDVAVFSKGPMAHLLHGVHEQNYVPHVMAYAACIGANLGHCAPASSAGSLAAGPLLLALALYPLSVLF
S1P1 ag pot: activates or potentiates agonism at human S1P1 receptor; P21453; S1P1 CRE-bla cells, forskolin, beta-lactamase FRET, potentiator mode; S1P1 agonist co-added at EC20, 2 nM; 100% = saturating reference agonist, 0% = basal; activation, % at 9.5 µM; 56,000 compounds, 0.57% hits;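 active = activation above a cutoff set at the mean activation of all tested compounds plus 3 SD, cut at about 54% in these data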;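 also: forskolin at 4 µM as EC80 and the EC20 agonist is SEW2871; 100% = SEW2871 at its EC100 plus forskolin at EC80; some compounds past the cut are filed as inactive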
M1 agonist: agonists of M1 muscarinic receptor | CHO-M1 cells, Fluo-4 calcium fluorescence, agonist mode; hits give high values | B-score at 10 µM | 64,000 compounds, 3% hits;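 active = fluorescence rise, raw or as B-score row- and column-corrected plate score, outside the 99.7% band of its plate's samples, either direction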
HEK293 NFkB inh: inhibitors of the PMA/ionomycin-induced NF-kB reporter in HEK293 cells; HEK-293 NF-kB luciferase reporter, luminescence; inhibition, % at 3 µM; 62,000 compounds, 0.21% hits;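 active = inhibition above the mean of all tested compounds plus 3 SD, cut at about 40% in these data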;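 also: 0% = stimulated DMSO wells and 100% = 10 µM reference inhibitor 5653914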
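System – HEK-293 cells with stable firefly luciferase reporter driven by four HIV NF-kB elements · Doses – one dose, 3 µM · Schedule – 1 h compound pre-incubation, 16 h PMA/ionomycin at 37 °C · Technique – luminescence from luciferase substrate reagent · Measure – percent inhibition normalized per plate to DMSO and reference-inhibitor controls · Replicates – tested once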
M1 antagonist: blocks the rat M1 muscarinic receptor response to acetylcholine; CHO-M1 cells, Fluo-4 calcium, ACh EC80 antagonist mode; hits give low values; 64,000 compounds, 3.4% hits; P08482; B-score at 10 µM; AID 628;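 active = calcium fluorescence response, raw or row-and-column corrected B-score, differing from the plate sample mean either way at a set confidence level, mostly lower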
* marks the source's active call; other numbers are inactive results; · = not tested or not shown.

SMILES	Jurkat tox 60K	S1P3 ag	Ec RNAP inh	D1 allo mod	TNAP act DEA	S1P1 ag pot	M1 agonist	HEK293 NFkB inh	M1 antagonist
Cc1cc2n(n1)C(c1ccsc1)Nc1ccccc1-2 (configuration not stated)	-2	-0.6	3	14*	0.8	-20	0.35	20	-0.68
COc1ccc(-n2c(Cc3cccs3)nnc2SCC(=O)Nc2ccc3c(c2)OCCO3)cc1	-2	-0.8	3	-0.51	1	16	0.72	11	0.27
OCCCNC(c1ccccc1)c1ccc(O)cc1 (configuration not stated)	-4	0.2	5	-0.3	1	-19	-0.23	15	-0.2
COc1ccc(CN(C(=O)c2oc3ccccc3c2C)C2CCS(=O)(=O)C2)cc1OC (configuration not stated)	1	-0.6	6	0.15	0.9	10	-0.73	14	0.79
Cc1cc(NC(=O)c2cc(-c3cccs3)on2)nn1Cc1ccc(Cl)cc1	0	-1.8	-2	0.5	1	-2	1.5	11	0.47
Cc1ccc(Cn2nnc(C(=O)Nc3cc(C)ccc3C)c2N)cc1	7	-0.9	·	-0.17	·	14	0.064	15	1.8*
CCCOc1ccc(N2C(=O)CC(SCCN)C2=O)cc1 (configuration not stated)	-7	-1.4	2	-2.8	0.8	10	0.19	-21	0.033
CN(Cc1ccccc1)S(=O)(=O)c1ccc(NS(C)(=O)=O)cc1	1	-0.8	5	-1.2	0.8	11	-0.13	6	-1.3
Cc1cc(NC(=O)c2cncc(Br)c2)n(-c2ccccn2)n1	·	·	4	-0.72	1	·	-0.43	7	-0.53
CN=C1c2c(-c3ccccc3)c3cc(OC)ccc3n2CCN1C	·	-1.9	7	-1.3	0.9	1	0.18	·	-0.68
CCc1ccc2nc(NC3=NCN(CCCN4CCOCC4)CN3)nc(C)c2c1	6	0.0	·	0.75	1.1	5	-0.98	4	-3.7*
Cn1c(=O)cc(OCC(=O)N2CCN(c3cccc(C(F)(F)F)c3)CC2)c2ccccc21	2	0.4	7	1.5	1	-21	-0.93	14	0.35
CCOCCCn1cnc2c(c1=O)c1nc3ccccc3nc1n2-c1ccc(C)cc1	-7	-0.7	10	0.22	1	13	0.68	10	0.54
Cc1[nH]c(=S)n(CC2CCCO2)c1C (configuration not stated)	7	-1.4	1	-0.16	0.9	-19	0.66	20	1
O=C(Oc1cc(=O)oc2ccccc12)c1ccco1	-16	0.2	10	-0.061	0.9	1	1.2	5	0.069
N#Cc1nc(Cc2cccc3ccccc23)oc1NCc1ccc(F)cc1	0	0.3	9	0.14	0.8	-2	-0.034	7	1.8
O=S(=O)(Nc1ccc(C(F)(F)F)cc1)c1cnc[nH]1	7	0.6	0	0.16	0.9	-1	0.73	21	0.043
CCOc1ccc(/C(O)=C2/C(=O)C(=O)N(CC3CCCO3)C2c2ccc(C)o2)cc1 (configuration not stated)	4	-0.8	·	0.45	1	-3	0.35	9	-0.21
O=C(c1ccc2c(=O)n(C3CCCC3)c(=S)[nH]c2c1)N1CCN(C2CCCCC2)CC1	-5	0.2	7	0.5	0.9	7	0.26	2	-0.059
O=c1[nH]c(CN2CCN(c3ccccc3)CC2)nc2ccccc12	-5	-1.2	5	-0.011	0.9	5	-0.78	-9	0.4
CN1C=CC(=C2C(=O)c3ccccc3C2=O)C=C1	-8	-1.1	4	-3.1	0.9	-23	33*	-15	2.6*
COC(=O)CCC(=O)Nc1cccc(Br)c1	-5	-0.5	9	0.42	0.9	0	-0.047	6	1
COc1ccc(CCNC(=O)c2ccc3nc(-c4ccco4)c(-c4ccco4)nc3c2)cc1OC	8	-1.1	8	-1.5	0.9	-26	8.5*	16	-1
Cc1ccc(N2C(=O)CSC23C(=O)Nc2ccccc23)cc1 (configuration not stated)	-6	0.0	8	-0.1	0.9	9	1.5	12	-3.2*
CCN(CCC(=O)Nc1cc(OC)cc(OC)c1)Cc1ccccc1	6	-1.1	4	-1.6	1	-9	·	4	·
Cc1ccc(-c2cc(C(=O)Nc3c(C#N)cnn3C)no2)cc1	-6	0.4	-6	-0.35	1	6	-0.83	5	-0.9
CN(Cc1ccccc1)Cc1nc2c([nH]1)c(=O)[nH]c(=O)n2C	1	-0.6	6	-0.11	0.9	1	0.3	18	-0.35
Cc1nn(CC(O)COc2ccc3c(c2)CCC3)c(C)c1C (configuration not stated)	0	-0.9	10	0.46	0.9	-20	-1.4	-3	-0.69
CCOc1cccc(-c2nnc(SCC(=O)Nc3cc(OC)cc(OC)c3)n2N)c1	·	·	6	·	0.9	·	-0.053	10	1.4
CN(C(=O)c1ccncc1)C1CCS(=O)(=O)C1 (configuration not stated)	-7	0.5	·	-0.82	0.9	-13	0.023	4	-0.7
Cc1c(N=C2NC(=O)C(CC(=O)Nc3ccc(Cl)cc3)S2)c(=O)n(-c2ccccc2)n1C (configuration not stated)	-2	-0.6	11	0.081	1	15	-0.21	12	0.39
CCOC(=O)C1C(=O)NC(N2CCN(c3ccccc3)CC2)=NC1c1ccco1 (configuration not stated)	2	-0.7	11	-0.67	0.8	-5	0.24	11	0.85
N#Cc1c(N)c(C(=O)c2ccccc2)n2c1CCCC2	2	-1.3	3	-1.6	0.8	-2	-0.24	20	-0.37
O=C(CN1C(=O)CCC1=O)Nc1nc(-c2cccs2)cs1	1	0.6	6	·	0.9	11	-0.8	16	-1.1
CCc1nnc(NC(=O)CCC(=O)N2CCN(CCc3ccccc3)CC2)s1	4	-0.7	·	·	0.9	-7	-0.32	10	-0.078
Cc1ccc(-c2ccc(CCC(=O)O)n2Cc2ccco2)cc1	·	·	-2	-0.79	1	·	0.62	21	-0.37
CCCn1c2c(c(O)c(C(=O)NC)c1=O)CCCC2	4	-0.3	17	4.6*	0.8	-12	-0.26	7	0.12
CCN(Cc1cc2ccc(C)cc2[nH]c1=O)C(=O)c1ccncc1	5	-1.8	-8	0.0014	1	18	0.35	14	-0.26
COc1ccc(C(=O)Nc2nc(-c3cccs3)cs2)cc1	4	-1.6	-3	·	1	26	0.17	-6	-0.0036
O=C(NC1CCCCC1NC(=O)c1cccs1)c1cccs1 (configuration not stated)	-7	0.1	2	-0.74	0.8	·	-0.19	7	-0.029
CCOc1ccc2nc(NC(=O)C3CCCN(S(=O)(=O)c4cccs4)C3)sc2c1 (configuration not stated)	5	-1.3	-1	·	0.9	-52	·	6	·
CCC1CCCCN1Cc1nc2c(c(=O)n(C)c(=O)n2C)n1Cc1cccc2ccccc12 (configuration not stated)	1	-0.6	8	·	0.9	-20	-0.36	0	0.26
O=c1cc(-c2ccc3c(c2)OCO3)oc2ccccc12	1	0.0	3	-1	0.9	-3	0.72	-32	-0.013
Cc1c(C(=O)NCc2ccco2)sc2nc(-c3ccccc3)cn12	6	-1.3	8	-0.73	0.9	-31	1.9	-5	-0.25
Cc1sc2nc(SCC(=O)NCc3ccco3)n(C)c(=O)c2c1C	5	-0.5	0	-2.6*	0.9	-6	-0.17	9	-0.54
COC(=O)[C@@H](NC(=O)NCc1cccs1)C(C)C	4	-0.4	6	-0.043	0.8	-6	-0.0098	2	1.1
Clc1cccc(Cl)c1COc1ccccn1	3	-0.5	3	-1.5	1	4	0.16	9	-0.019
Cc1occc1C(=O)NC(C)c1ccc2c(c1)OCO2 (configuration not stated)	2	-0.8	2	0.099	1	-27	-0.97	-1	-1.3
CC1(C)CC(=O)C2=C(C1)OC(/N=C/N1CCOCC1)=C(C#N)C2c1ccccc1 (configuration not stated)	7	-0.1	7	-0.17	0.9	-28	-0.57	20	-0.0063
Cc1cc(NC(=O)CSc2nc(-c3ccccc3)c(C#N)c(=O)[nH]2)no1	-2	0.2	1	1.1	1	-10	-0.22	6	0.47
O=C1c2ccccc2C(=O)N1c1cccc(-c2nc3ccccc3o2)c1	-1	-0.4	4	-0.015	0.9	-19	-0.25	6	0.44
Cc1onc(-c2ccccc2Cl)c1C(=O)NCc1nc(-c2ccccc2)no1	2	-0.5	4	-0.15	0.9	2	0.035	24	-0.011
CN(C1CCS(=O)(=O)C1)S(=O)(=O)c1ccc(N2CCCC2=O)cc1 (configuration not stated)	4	12	21*	-0.37	0.9	30	-0.038	10	0.16
Cc1ccc(-c2nn(C)c(=O)c3ccccc23)cc1CNC(=O)CSc1nc2ccccc2o1	·	-1.5	10	·	0.9	-14	1.2	·	-0.49
CN1C(=O)CC(C(=O)Nc2ccc(F)cc2)SC1=Nc1ccc2c(c1)OCO2 (configuration not stated)	-3	0.4	5	1.7	0.9	4	-0.21	10	-1.3
O=C(C1CCCN(Cc2cccnc2)C1)N1CCCCC1 (configuration not stated)	-3	-0.7	5	-0.67	1	-6	-1.3	7	0.91
COc1ccc(Nc2nnc(Cc3ccccc3)c(=O)[nH]2)c(OC)c1	·	·	-3	-0.019	1	·	-0.043	16	0.69
Cc1nnc(NC(=O)C2(c3ccccc3)CCOCC2)s1	0	-0.3	6	-0.29	0.9	2	-0.4	13	0.98
CCCCCC(=O)N1CCN(CCN=CC2=C(O)CC(c3ccc(OC)cc3)CC2=O)CC1 (configuration not stated)	-4	-0.9	11	0.86	0.9	-7	-1.2	8	-0.59
O=C(O)CSc1nnc(-c2cc3ccccc3o2)n1-c1ccccc1	5	-0.5	3	-0.55	1	-3	0.091	18	-0.041
CCOC(=O)C(NC(=O)CC)(Nc1sc2c(c1C(=O)OC)CCN(C)C2)C(F)(F)F (configuration not stated)	-6	1.0	0	-1.4	0.9	-30	-0.32	21	0.23
Cc1ccc(S(=O)(=O)c2cc3c(=O)n4ccccc4nc3n(CC3CCCO3)c2=N)cc1C (configuration not stated)	-1	0.1	-9	10*	0.8	-43	0.46	15	-0.055
O=C(Nc1ccccc1-c1ccccc1)NC1CCN(C(=O)N2CCOCC2)CC1	2	0.3	9	0.045	0.9	-1	-0.21	16	-0.51

Exported with each value named: four of the compounds above
O=C(C1CCCN(Cc2cccnc2)C1)N1CCCCC1 (configuration not stated)
  Jurkat tox 60K: -3
  S1P3 ag: -0.7
  Ec RNAP inh: 5
  D1 allo mod: -0.67
  TNAP act DEA: 1
  S1P1 ag pot: -6
  M1 agonist: -1.3
  HEK293 NFkB inh: 7
  M1 antagonist: 0.91

COc1ccc(Nc2nnc(Cc3ccccc3)c(=O)[nH]2)c(OC)c1
  Jurkat tox 60K: ·
  S1P3 ag: ·
  Ec RNAP inh: -3
  D1 allo mod: -0.019
  TNAP act DEA: 1
  S1P1 ag pot: ·
  M1 agonist: -0.043
  HEK293 NFkB inh: 16
  M1 antagonist: 0.69

Cc1nnc(NC(=O)C2(c3ccccc3)CCOCC2)s1
  Jurkat tox 60K: 0
  S1P3 ag: -0.3
  Ec RNAP inh: 6
  D1 allo mod: -0.29
  TNAP act DEA: 0.9
  S1P1 ag pot: 2
  M1 agonist: -0.4
  HEK293 NFkB inh: 13
  M1 antagonist: 0.98

CCCCCC(=O)N1CCN(CCN=CC2=C(O)CC(c3ccc(OC)cc3)CC2=O)CC1 (configuration not stated)
  Jurkat tox 60K: -4
  S1P3 ag: -0.9
  Ec RNAP inh: 11
  D1 allo mod: 0.86
  TNAP act DEA: 0.9
  S1P1 ag pot: -7
  M1 agonist: -1.2
  HEK293 NFkB inh: 8
  M1 antagonist: -0.59

Screens as filed in PubChem BioAssay.
